HCT116 PTEN-null: growth suppression of PTEN-null HCT116, primary screen, cell-based, CellTiter-Glo; hit rate 1.2% among 140,000; AID 827, 2007; viability, % at 10 µM; HCT116 PTEN-null viability, 60 h; active compounds read low;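 active = viability at or below a set limit, 4 SD under the median of all tested compounds, cut at about 3.7% in these data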;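 also: PTEN knockout HCT116 line with beta catenin targeted HCT116 as companion control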
NPY Y2 blocker: NPY-Y2 receptor antagonists, primary screen, cell-based. Neuropeptide Y receptor type 2 (Homo sapiens), P49146. NPY-Y2 expressing cells, antagonist mode. inhibition, % at 2.7 µM. hit rate 0.99% among 140,000. AID 793, 2007; in the data active = inhibition above about 17%;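 also: 0% = vehicle with agonist challenge and 100% = reference antagonist with challenge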
Target sequence (P49146 whole entry, looked up): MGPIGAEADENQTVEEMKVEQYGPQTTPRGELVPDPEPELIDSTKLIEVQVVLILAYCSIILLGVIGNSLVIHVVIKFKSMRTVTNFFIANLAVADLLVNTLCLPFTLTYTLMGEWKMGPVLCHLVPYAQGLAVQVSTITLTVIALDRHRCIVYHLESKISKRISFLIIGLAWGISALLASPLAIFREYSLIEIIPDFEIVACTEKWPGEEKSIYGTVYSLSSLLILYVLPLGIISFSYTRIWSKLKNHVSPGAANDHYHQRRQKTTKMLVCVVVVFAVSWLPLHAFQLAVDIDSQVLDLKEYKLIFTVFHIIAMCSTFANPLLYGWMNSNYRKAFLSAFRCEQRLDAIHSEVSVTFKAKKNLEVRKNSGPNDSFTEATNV
Phagocytosis inh: inhibitors of macrophage phagocytosis, primary screen, imaging, J774A.1 cells, IgG beads | J774A.1 macrophage IgG-bead phagocytosis | inhibition, % at 5 µM | hit rate 0.07% among 110,000 | AID 1029, 2008;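 active = inhibition above the mean of the plate negative controls plus 5 SD, cut at about 13% in these data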;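 also: phagocytic index as fraction of beads internalized from green versus red external bead signal; plate controls were DMSO negative control for no effect and cytochalasin-D positive control for full effect; some results beyond the cut were filed as inactive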
Measles CPE: compounds protecting cells from measles virus cytopathic effect, primary screen, measles RdRp inhibitor project, single point, MLSMR library, absorbance | Measles virus-infected cells, CPE protection | protection (pct of control), % at 4 µM | hit rate 1.5% among 140,000; in the data active = protection mostly above about 24%, no sharp cut-off; inactive = mostly below about 26%; also: some compounds called inactive have numbers as strong as hits
Yeast life ext: compounds extending yeast replicative lifespan, primary screen, S. cerevisiae, OD615; hit rate 0.68% among 130,000; S. cerevisiae growth with nicotinamide; deaD strain in restrictive glucose medium; inhibition of the nicotinamide effect, % at 10 µM;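 active = inhibition above a set limit, placed 3 SD over the median of all compounds, cut at about 26% in these data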;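 also: 0% = nicotinamide-treated wells and 100% = cells grown without nicotinamide; some compounds called inactive have numbers as strong as hits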
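System: DeaD-strain S. cerevisiae / Buffer or medium: CSMM-D, restrictive glucose (dextrose) synthetic minimal medium / Probe or stimulus: nicotinamide, 1.5 mM, co-present with compound / Compound: one concentration, 10 µM, DMSO 0.25% / Incubation: 48 h compound exposure at 30 °C, humidified / Technique: optical density (absorbance) at 615 nm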
GALR2 blocker: GALR2 antagonists in receptor-expressing cells, primary screen | antagonist mode | inhibition, % at 4 µM | hit rate 0.39% among 140,000 | AID 828, 2007; in the data active = inhibition above about 27%;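 also: cells stimulated with galanin 1-16 at roughly its EC80; 0% = agonist challenge control and 100% = basal control without agonist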
Target sequence (O43603 whole entry, looked up): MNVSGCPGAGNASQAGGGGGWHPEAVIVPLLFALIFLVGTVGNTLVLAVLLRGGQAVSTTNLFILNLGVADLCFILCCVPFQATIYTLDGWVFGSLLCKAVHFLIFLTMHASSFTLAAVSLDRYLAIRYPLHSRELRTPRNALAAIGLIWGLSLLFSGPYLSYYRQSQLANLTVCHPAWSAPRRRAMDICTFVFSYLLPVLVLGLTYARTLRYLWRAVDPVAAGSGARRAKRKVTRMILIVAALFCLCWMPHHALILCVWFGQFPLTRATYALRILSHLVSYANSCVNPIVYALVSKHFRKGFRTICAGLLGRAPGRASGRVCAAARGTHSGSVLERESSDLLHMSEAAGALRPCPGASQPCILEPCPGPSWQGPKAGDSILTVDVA
MRP1 act: H69AR viability gain despite doxorubicin, primary screen, MRP-1 activator project, H69AR cells, CellTiter-Glo; hit rate 0.61% among 140,000; viability rescue; viability increase, % at 10 µM;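 active = viability gain under doxorubicin at or above a set limit, the compound median plus 3 SD, cut at about 4.7% in these data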;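 also: MRP-1 overexpressing cells given doxorubicin 25 µM after compound pretreatment; 18-22 h compound pretreatment then 72 h with doxorubicin before readout; 0% = doxorubicin-only wells and 100% = vehicle-treated cells without doxorubicin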
bCat KO growth: primary screen for growth suppressors in beta-catenin knockout HCT116 cells (colon tumor, human); viability, % at 10 µM; AID 818, 2007; HCT116 beta-catenin knockout viability, CellTiter-Glo, 60 h; active compounds read low; hit rate 1.5% among 140,000;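 active = viability at or under a set limit, the compound median less 4 SD, cut at about 6% in these data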;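 also: 0% = Hyamine 1622 control at 20 µM and 100% = untreated cell control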
BB579 growth dn: growth inhibitors of yeast BB579 in restrictive medium, primary screen, yeast lifespan-shortening project, S. cerevisiae. OD615, 48 h. inhibition, % at 10 µM. hit rate 0.51% among 140,000. AID 804, 2007;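 active = inhibition above a set limit, 3 SD over the mean compound inhibition, cut at about 44% in these data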; also: inactives centre near -24
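controls = amphotericin B 10 µg/mL, positive | assay system = DeaD yeast strain BB579 | schedule = 48 h compound exposure at 30 °C after 4 h preincubation | detection = OD615 turbidity measurement | medium = restrictive CSMM-D medium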
E-sel TNF inh: E-selectin induction blockers in HUVEC – imaging, immunofluorescence, high content, primary screen. hit rate 0.71% among 120,000. HUVEC TNFa-induced E-selectin immunofluorescence. inhibition, % at 2 µM;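 active = inhibition above the batch mean plus 3 SD, and confirmed as a hit on visual image review, cut at about 43% in these data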;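 also: 0% = TNF-stimulated DMSO wells and 100% = unstimulated control wells; not every result past the cut was called active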
Starred values were filed as active, the others as inactive; / = not tested or not shown. Not a hit list; overall some 6.2% were active at least once.

mol,HCT116 PTEN-null,NPY Y2 blocker,Phagocytosis inh,Measles CPE,Yeast life ext,GALR2 blocker,MRP1 act,bCat KO growth,BB579 growth dn,E-sel TNF inh
Cn1cccc1Cc1nnc(SCC(=O)N2CCCC2)n1CCc1ccccc1,81,2,/,18,-5,10,-3.0,84,0,3
O=C(NCCSc1ccc(Cl)cc1)c1ccco1,95,1,0,4,-8,-9,-0.6,96,-21,/
c1ccc(Nc2nc(N3CCCCC3)nc(N3CCNCC3)n2)cc1,1.4*,7,2,3,-4,5,-5.7,1.5*,-29,/
CCN(CC)CCn1c(SCC(=O)NCc2ccco2)nc2c(sc3ccccc32)c1=O,81,3,0,3,-12,1,-1.1,80,11,/
COc1ccccc1N(C)S(=O)(=O)c1ccc(C(=O)N2CCC(C(N)=O)CC2)cc1,106,-2,-1,7,-7,0,-1.8,100,1,7
COC(=O)CN(c1ccc(C)cc1)S(=O)(=O)c1c(C)[nH]c(=O)[nH]c1=O,100,7,0,9,-4,-6,-0.2,108,-27,10
CC(/C=N/N1CCN(c2ccccc2)CC1)=C\c1ccco1,46,3,/,12,-11,-4,-2.5,49,-63,1
CCN=c1sc(C(=O)NCCc2ccccc2)cc(=O)n1CC,56,2,-2,2,-14,17,-5.0,49,-45,-9
CCOC(=O)CCc1c(C)c2ccc(OCc3cc([N+](=O)[O-])ccc3OC)c(C)c2oc1=O,85,0,-2,16,2,2,-2.1,87,8,/
O=c1oc(-c2cccs2)nc2ccccc12,97,3,9,25,14,3,-0.3,99,8,-25
COc1cccc(OCCn2ccnc2)c1,98,2,/,36,-3,-3,-0.8,88,-33,-8
O=[N+]([O-])c1cccc(/C=N/n2c(-c3cccnc3)n[nH]c2=S)c1,92,2,-4,31,6,10,-3.5,94,-16,12
CC(=O)c1ccc(NS(=O)(=O)c2ccc3ccccc3c2)cc1,90,7,-5,25,-1,13,0.1,92,-51,/
O=C(Cc1c(F)cccc1Cl)Nc1ccon1,99,1,0,2,-11,2,0.2,94,-34,8
COc1ccc(Br)cc1/C=N/NC(=O)c1nc(-c2ccccc2)n2c1CCCCC2,53,0,0,4,-21,10,-2.7,52,-49,/
CC1(C)C(=O)Nc2ccccc2N1C(=O)COC(=O)Cn1cnc2ccccc2c1=O,94,2,/,8,/,-8,0.8,88,-5,-30
CC1(C)Oc2ccc(C(=O)NC3CC3)cc2N(CC(=O)N2CCOCC2)C1=O,98,2,-2,14,-9,15,-3.1,89,-22,-46
O=C(O)Cn1cc(C(=O)C2CC2)c2ccccc21,96,4,-2,6,-4,0,-2.6,91,-7,1
CC(C)C(=O)Nc1ccc(Nc2ccccc2)cc1,62,0,0,2,-33,10,0.8,59,-5,11
CCOC(=O)C1=NN(c2ccccc2)C2=NC(C)=C(C(=O)OC)C(c3ccc(C)cc3)N12 (stereo not given),82,1,-17,5,10,-4,-1.5,85,-28,/
COc1ccc(/C=C(\C#N)c2nc3ccc(C)cc3[nH]2)cc1Oc1ccc(C(F)(F)F)cc1[N+](=O)[O-],1.3*,2,1,8,2,-11,-2.5,1.5*,-20,-7
O=C(c1cccc(S(=O)(=O)N2CCCCC2)c1)N1CCc2ccccc21,78,3,4,29,2,6,-3.5,90,-36,-1
O=C1CCC(=O)N1CN(C(=O)c1ccco1)c1ccccc1,97,0,/,0,0,-5,0.0,89,-13,/
CCOC(=O)c1c(C)nc(C)c(C(=O)OCC)c1-c1ccc(OC)cc1,99,5,0,26,3,4,-1.6,103,-70,2
CN(C)c1ccc(C2=NOC(CN3C(=O)c4ccccc4S3(=O)=O)C2)cc1 (stereo not given),110,3,0,20,-9,5,-1.7,108,-64,/
CC(C)(C)c1cc(NCCCn2ccnc2)n2ncc(-c3ccc(Cl)cc3)c2n1,25,-4,/,3,-24,-4,-7.0,20,86*,-5
COC(=O)c1ccccc1NC(=S)N(Cc1ccc2c(c1)OCO2)Cc1cc2ccc(OC)cc2[nH]c1=O,67,7,-7,3,14,7,-4.9,72,-45,9
O=C1CC(NCc2ccc3c(c2)OCO3)C(=O)N1CCc1ccccc1 (stereo not given),93,0,-5,2,-9,3,-0.7,95,-4,/
CC(C)COc1ccc(C(=O)NCc2ccco2)cc1,92,4,-3,3,-13,-3,-1.1,112,-41,-33
CCOC(=O)c1c(C)[nH]c(C(=O)OCC(=O)N2c3ccccc3CC2C)c1C (stereo not given),87,8,-1,14,-4,-7,-3.1,91,-5,/
O=C(Oc1ccc(-c2cnc3ccccc3n2)cc1)c1ccc(Cl)c([N+](=O)[O-])c1,70,3,0,7,-8,-3,-1.9,24,-43,2
CCCCOc1ccc(/C=c2\sc3ncnn3c2=O)cc1,95,3,-1,4,15,-11,-0.6,100,-53,2
COc1cc(Cl)c(S(=O)(=O)NCCCN2CCOCC2)cc1Cl,105,1,-1,1,-11,6,-1.0,94,-15,-42
O=C(CN1CCN(S(=O)(=O)c2ccc(Br)cc2)CC1)N/N=C/c1ccco1,93,3,4,27,3,-8,-1.6,80,-32,/
CS(=O)(=O)N1CCCC(C(=O)NCc2ccc(F)cc2Cl)C1 (stereo not given),100,4,-2,22,-8,-5,0.5,94,-36,8
O=C(O)C1C2C=CC(C2)C1C(=O)NC(c1ccccc1)c1ccccc1 (stereo not given),99,3,0,18,-1,-5,-2.7,97,-30,3
Cc1ccc(NC(=O)Nc2ccc3c(c2)N(C)C(=O)CS3)cc1C,20,-1,0,22,-8,-11,0.5,15,-29,-15
CCCCC(=O)Nc1nc(C)c(-c2csc(Nc3ccccc3OC)n2)s1,70,-1,-2,12,-19,-22,-4.3,84,-45,-7
COc1ccc(CCNS(=O)(=O)c2ccc(OC)cc2)cc1,91,8,/,6,2,10,-2.0,91,-23,23
Cc1nc2ccccc2c(=O)n1NC(=O)COc1ccccc1,98,0,-1,3,/,2,-0.3,98,5,-2
CCOC(=O)C1CCCN(C(=O)Cc2c(C(=O)O)[nH]c3ccccc23)C1 (stereo not given),91,1,-4,8,-17,7,-2.4,107,-19,/
Cc1c(NC(=O)c2cnn3cccnc23)c(=O)n(-c2ccccc2)n1C,91,1,5,6,21,-4,-1.6,82,-15,-26
CCN(CC)C(=O)CSc1nc2ncccc2[nH]1,103,1,1,3,-17,-8,-1.5,92,-5,/
COc1ccccc1-c1c(C(F)(F)F)oc2cc(OC(=O)c3ccc([N+](=O)[O-])cc3)ccc2c1=O,76,16,-9,23,6,4,-2.8,89,5,/
CC(=O)Nc1ccc(NC(=O)c2oc3cc(C)c(C)cc3c2C)cc1,93,1,-1,13,-4,9,-2.0,101,-39,-18
Cc1cccc(C(=O)Nc2sc(C(=O)N3CCCC3)c(C)c2C#N)c1,110,3,-1,5,-5,-6,-0.2,96,-36,-24
COc1ccc(-c2[nH]ncc2/C=N\NC(=O)c2ccc(C(C)(C)C)cc2)cc1OC,82,1,/,20,-2,4,1.4,103,-30,/
Cc1cc2n(n1)C(c1ccsc1)Nc1ccccc1-2 (stereo not given),97,7,-3,17,-14,0,0.2,97,-67,12
COc1ccc(/C=C(/C#N)C(=O)Nc2cccc(C)c2C)cc1C(=O)O,106,-2,-1,13,-14,5,0.1,94,3,2
Cc1nnc(NCCN2CCOCC2)[nH]c1=O,99,5,0,2,-7,-10,1.0,94,5,0
CCSc1ncccc1-c1nc2ccccc2[nH]1,95,3,0,14,-12,16,-1.6,103,-35,9
COCc1c(C#N)c(NCCc2ccc(F)cc2)nc(C)c1[N+](=O)[O-],88,1,/,1,-7,-25,-1.7,85,-29,-34
CCOc1ccc(C(C)C)cc1S(=O)(=O)Nc1ccc(Cl)cn1,81,1,1,3,-11,4,-1.0,81,-33,-10
Cc1ccc2oc(C(=O)NCc3ccc4c(c3)OCO4)c(C)c2c1,86,15,2,10,19,-10,0.0,87,-33,-7
COc1ccc(S(=O)(=O)N(C)CC(=O)Nc2ccccc2OC)cc1C,96,3,-1,9,-5,0,0.3,87,-59,-5
COc1ccc(Nc2oc(-c3ccco3)nc2S(=O)(=O)c2ccc(F)cc2)cc1,76,3,-13,4,1,11,4.3,90,1,/
COc1ccc(-n2c(Cc3cccn3C)nnc2SCC(=O)Nc2ccc(Cl)cc2)cc1,25,1,2,19,-9,-7,-2.0,18,-27,/
COCc1cc(=O)[nH]c(Nc2nc3ccccc3o2)n1,16,2,-1,6,5,-1,0.4,20,-29,16
COc1ccc(NC(=O)/C(C#N)=C/c2c(C)nn(-c3ccc(F)cc3)c2Cl)cc1Cl,75,0,5,7,-4,-12,-4.2,87,-8,6
CCC(=O)N1CCN(c2nc3ccccc3s2)CC1,90,-2,0,3,-6,18,-0.1,82,-20,1

(listing goes on)
mol,HCT116 PTEN-null,NPY Y2 blocker,Phagocytosis inh,Measles CPE,Yeast life ext,GALR2 blocker,MRP1 act,bCat KO growth,BB579 growth dn,E-sel TNF inh
CCN(CC)C(=O)C1CCN(S(=O)(=O)c2ccc3oc4ccccc4c3c2)CC1,57,4,/,7,9,6,-1.6,43,-37,29
COC(=O)c1ccc(NC(=O)CSc2nnc(CNc3ccc(F)cc3)n2C)cc1,96,0,0,3,-3,-6,-2.1,95,-17,2
COc1nc(Oc2ccc(C(=O)O)cc2)nc(Oc2ccc(C(=O)O)cc2)n1,106,1,/,10,-7,13,1.5,96,-33,0
CCOC(=O)c1sc(NC(=S)NC(=O)c2ccco2)nc1C,102,2,-2,2,-6,2,0.3,101,-19,/
O=C(CSc1nnc(-c2ccco2)n1Cc1ccccc1)c1ccccc1,83,7,0,16,-5,-5,-3.5,92,-2,8
COCCCNCCOCCSc1ccc(Cl)cc1,93,3,7,6,8,19,-2.1,86,-44,/
CCCC(C)NC(=O)COc1ccc(Sc2ccc(OCC(=O)NC(C)CCC)cc2)cc1 (stereo not given),50,15,-2,21,7,-1,-0.8,39,-54,/
Cc1cccc(NC(=O)N(C)Cc2cccs2)c1,105,-1,-1,10,-10,6,-0.1,94,-17,-23
CCOC(=O)c1ccc(S(=O)(=O)N2CCN(CCC#N)CC2)cc1,102,4,0,9,-4,8,-0.7,96,15,1
Cc1ccc(OCC(=O)N/N=C/c2ccc([N+](=O)[O-])o2)cc1,108,-1,0,3,-4,-1,-1.2,90,0,/
CCOC(=O)CNC(=O)CSc1nnc(-c2ccco2)n1N,103,-1,4,8,-12,-3,-0.5,105,-33,/
O=C(c1cc(Cl)ccc1[N+](=O)[O-])N1CCc2ccccc2C1,104,9,-4,5,5,19,-1.3,92,-37,0

Screening results as filed in PubChem.
